# D1 potentiator – Potentiators of Human D1 Dopamine Receptor: qHTS. HEK293 TREx D1 cells, calcium flux, dopamine EC20 potentiation. potentiation, % at 10 µM. actives 0.036% (n = 360,000). AID 504651, 2011; in the data active = potentiation above about 30%; also: 0% is about no effect
# Target sequence (P21728 whole entry, looked up): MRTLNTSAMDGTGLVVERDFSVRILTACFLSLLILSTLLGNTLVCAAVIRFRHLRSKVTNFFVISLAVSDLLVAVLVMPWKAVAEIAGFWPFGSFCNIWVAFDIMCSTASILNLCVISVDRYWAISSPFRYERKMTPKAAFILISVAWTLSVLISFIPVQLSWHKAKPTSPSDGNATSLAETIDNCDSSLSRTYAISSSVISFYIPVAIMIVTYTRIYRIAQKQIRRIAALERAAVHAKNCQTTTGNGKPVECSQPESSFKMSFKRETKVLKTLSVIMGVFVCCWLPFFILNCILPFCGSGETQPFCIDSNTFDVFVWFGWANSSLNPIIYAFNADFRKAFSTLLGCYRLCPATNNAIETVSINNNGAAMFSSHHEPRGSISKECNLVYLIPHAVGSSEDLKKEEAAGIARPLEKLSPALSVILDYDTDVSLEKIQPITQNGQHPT
# TRHR agonist – qHTS for Small Molecule Agonists and Allosteric Enhancers of Human TRH Receptor: Primary Screen for Agonists; TRHR cells, calcium flux fluo-8, FDSS agonist mode; activation, % at 2 µM; actives 0.18% (n = 360,000); AID 493084, 2011; in the data active = activation above about 30%; also: 0% is about no effect
# Target sequence (P34981 whole entry, looked up): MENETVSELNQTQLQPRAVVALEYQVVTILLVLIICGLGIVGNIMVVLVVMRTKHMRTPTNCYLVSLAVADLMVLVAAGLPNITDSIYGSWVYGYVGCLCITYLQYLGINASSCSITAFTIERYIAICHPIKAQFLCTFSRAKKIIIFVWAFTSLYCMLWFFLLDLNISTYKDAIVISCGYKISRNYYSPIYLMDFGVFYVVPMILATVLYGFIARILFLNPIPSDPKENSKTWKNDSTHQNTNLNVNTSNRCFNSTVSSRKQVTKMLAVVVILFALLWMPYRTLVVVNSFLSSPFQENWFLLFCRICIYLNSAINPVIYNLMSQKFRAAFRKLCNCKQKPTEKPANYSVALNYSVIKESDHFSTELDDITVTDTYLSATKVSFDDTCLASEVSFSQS
#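 TRHR-expressing cells, plated overnight in medium with 10% serum, were loaded with fluo-8 calcium dye at room temperature. After a 10 s baseline, library compound was pin-added and calcium release was recorded kinetically (ex 480/em 530) as agonist response.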
# D1 antagonist – Antagonist of Human D 1 Dopamine Receptor: qHTS; D(1A) dopamine receptor (Homo sapiens), P21728; HEK293 TREx D1 cells, calcium flux, dopamine EC80; stronger effect = lower value; activity change, negative = inhibition, % at 10 µM; actives 3.2% (n = 360,000); AID 504652, 2011; in the data active = activity change below about -30%; also: % is scaled to controls: 0 for no effect and ±100 for the full control effect
#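 Cells carrying a force-coupled, tetracycline-inducible human D1 receptor report calcium flux. Each well gets a 10 s baseline, compound with 180 s monitoring, then an EC80 dopamine stimulus with a second 180 s kinetic read.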
# RXFP1 antag – qHTS Assay for Antagonists of the Relaxin Receptor RXFP1 | Relaxin receptor 1 (Homo sapiens), Q9HBX9 | HEK293-RXFP1, relaxin-stimulated cAMP HTRF, 30 min; stronger effect = lower value | activity change, negative = inhibition, % at 57.5 µM | actives 0.59% (n = 350,000);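 active = activity change of -60% or lower, but not beyond a set lower limit; inconclusive = change between -60% and -40%, or beyond the set limit; inactive = change above -40%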; also: % is scaled to controls: 0 for no effect and ±100 for the full control effect
# D2 potentiator – HTS Assay for Positive Allosteric Modulators of the Human D2 Dopamine Receptor: Primary Screen for Potentiators; potentiation, % at 10 µM; actives 0.34% (n = 340,000); HEK293 T-REx D2, calcium flux, EC20 dopamine potentiation; AID 485347, 2010; D(2) dopamine receptor (Homo sapiens), P14416;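 active = potentiation over 3 SD above the plate norm, cut at about 30% in these data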; also: 0% is about no effect
#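 Tetracycline-induced Hek293 Trex D2 cells, force-coupled to calcium, loaded with no-wash calcium dye. Compound added with 180 s kinetic read for agonism, then EC20 dopamine and a further 180 s read for potentiation.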
# Anesthetic bind – qHTS Assay for Identification of Novel General Anesthetics; Potency, µM (highest dose often 77.5 µM), for inactives: at the highest dose activity change, negative = displacement, hits mostly inhibitors; AID 485281, 2010; apoferritin/1-aminoanthracene competitive binding, fluorescence; actives 0.074% (n = 350,000); also: potency is read from the fitted curve at half-maximal effect; % is scaled to controls: 0 for no effect and ±100 for the full control effect; nearly all actives have a fitted effect of over 20% in size
# Target sequence (P02791 2-175 limits assumed): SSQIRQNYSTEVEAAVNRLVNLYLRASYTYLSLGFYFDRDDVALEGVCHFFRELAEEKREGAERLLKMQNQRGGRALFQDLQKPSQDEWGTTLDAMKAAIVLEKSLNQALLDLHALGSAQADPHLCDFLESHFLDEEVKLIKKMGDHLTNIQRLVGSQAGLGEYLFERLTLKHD
#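 Read-out: endpoint 1-AMA fluorescence, excitation 380 nm and emission 535 nm, after compounds sit 10 min at room temperature with 10 uM horse-spleen apoferritin in 50% saturated 1-AMA/PBS. Values come from four-parameter Hill fits.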
# RXFP1 agonist – qHTS Assay for Agonists of the Relaxin Receptor RXFP1; Relaxin receptor 1 (Homo sapiens), Q9HBX9; HEK293T-RXFP1 cAMP TR-FRET, 30 min; response scale: percent of porcine relaxin response, buffer zero; Potency, µM (top dose mostly 57.5 µM), inactives show top-dose activation, actives largely listed as activators; actives 0.3% (n = 370,000); also: potency is read from the fitted curve at half-maximal effect; % is scaled to controls: 0 for no effect and ±100 for the full control effect; nearly all actives have a fitted effect of over 60% in size; many of its hits are not listed in these tables
#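 cAMP rise read by TR-FRET after 30 min, 37C compound exposure (up to 58 uM) in RXFP1-transfected HEK293 cells with Ro 20174 present. EC50 from Hill-equation fits, with 29 nM porcine relaxin as 100% and buffer as basal.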
# TRHR PAM – qHTS for Small Molecule Agonists and Allosteric Enhancers of Human TRH Receptor: Primary Screen for Enhancers. enhancement, % at 2 µM. TRHR cells, fluo-8 calcium fluorescence, EC20 TRH enhancement. actives 0.66% (n = 360,000). Thyrotropin-releasing hormone receptor (Homo sapiens), P34981; in the data active = enhancement above about 30%; also: 0% is about no effect
#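 Enhancer read-out: after compound pinning and an initial kinetic agonist-mode read, an EC20 of TRH (10 nM final) was injected and fluo-8 calcium signal (Ex 480/Em 530) followed at 1 s/cycle for 100 cycles in TRHR-expressing cells.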
# D1 agonist – Allosteric Agonists of the Human D1 Dopamine Receptor: qHTS | D(1A) dopamine receptor (Homo sapiens), P21728 | actives 1% (n = 360,000) | HEK293 T-REx D1 cells, calcium flux, agonist mode | activation, % at 2 µM; in the data active = activation above about 30%; also: 0% is about no effect
#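 Tetracycline-induced HEK293 TREx D1 cells, force-coupled to calcium signalling, were dye-loaded with a no-wash calcium kit. Compound was pin-added after a 10 s baseline. Fluorescence was read kinetically at 1 cycle/s for 180 s, with calcium rises flagged as agonism.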
# Active calls of the source: *; ? = inconclusive; · = no result given; [ ] = remark or other dose. Unless noted, calls follow the shape of the dose curve; as a rule, active = well fitted curve in the direction sought with a large enough effect; inconclusive = small, poorly fitted or top-dose-only effect, or another doubt; inactive = no such curve, though single readings can be large; an effect the other way counts as inactive or inconclusive. The list is partial, so the mix of outcomes need not match the whole.
[1] CN(C)S(=O)(=O)c1ccc(-c2csnn2)s1
[2] CC(=O)c1c(O)c(C)c(-c2ccccc2)n(-c2ccccc2)c1=O
[3] COc1cccc(NC(=O)c2ccc(NC(=O)C3CC(=O)OC34CCCCC4)cc2)c1 (stereo not drawn)
[4] O=C(c1cc2n(n1)C(C(F)(F)F)CC(c1ccco1)N2)N1CCN(c2ccccn2)CC1 (stereo not drawn)
[5] Cc1csc(NC(=O)CSc2nnc(NC(=O)COc3ccc(Cl)cc3)s2)n1
Compound	1	2	3	4	5
D1 potentiator	1	-1	-2	-2	1
TRHR agonist	0.7	0.3	1.4	2.9	-0.4
D1 antagonist	-22	-10	-5	-14	0
RXFP1 antag	-1	-6	·	-14	-4
D2 potentiator	-10	4	1	-2	4
Anesthetic bind	-9%	?	-15%	-13%	6%
RXFP1 agonist	-1.2%	2.8%	0.7%	0.0%	2.1%
TRHR PAM	0	0	1	2	11
D1 agonist	1	3	5	10	2

[6] CSc1nc(C(C)C)ccc1CNC(=O)CC(C)c1ccccc1 (stereo not drawn)
[7] COc1ccc(C(=O)CSc2nnc(-c3ccccc3)o2)cc1
[8] CCOC(=O)c1sc(NC(=O)CSc2nc(C)cc(C)n2)c(C#N)c1C
[9] O=C(NC(=S)N1CCN(c2ccccc2)CC1)c1ccccc1
[10] CCSc1nc2ccccc2n1Cc1nc(N)nc(N(C)C)n1
Compound	6	7	8	9	10
D1 potentiator	-1	-9	0	-8	6
TRHR agonist	0.0	-0.4	0.6	0.4	-1.0
D1 antagonist	23	15	4	-18	3
RXFP1 antag	?	2	-5	·	-2
D2 potentiator	3	2	1	-10	-3
Anesthetic bind	2%	-11%	-12%	-20%	-19%
RXFP1 agonist	-1.1%	11%	2.8%	-1.3%	6.9%
TRHR PAM	-13	7	11	-6	2
D1 agonist	2	7	5	0	2

[11] CC(=O)Nc1ccc(/C=N/N2C(C)CCCC2C)cc1 (stereo not drawn)
[12] COc1ccccc1NC(=O)C1=C(C)NC2=C(C(=O)CC(c3ccc(OC)c(OC)c3)C2)C1c1coc2ccccc2c1=O (stereo not drawn)
[13] CCN(CC)CCN(C(=O)c1ccc2c(c1)OCCO2)c1nc2cc3c(cc2s1)OCO3
[14] CCOC(=O)C1CCN(C(=O)COC(=O)CCOc2ccc(C)cc2)CC1
[15] Cc1cc(C)c2c(CC(=O)N(Cc3ccc(Cl)cc3)Cc3ccco3)coc2c1
Compound	11	12	13	14	15
D1 potentiator	4	7	-5	-5	2
TRHR agonist	0.5	0.7	0.8	-2.2	5.9
D1 antagonist	0	4	-8	-9	16
RXFP1 antag	-6	-1	-37	-1	-11
D2 potentiator	6	-5	-27	5	-1
Anesthetic bind	-9%	-3%	-20%	-6%	36%[activator]
RXFP1 agonist	4.3%	0.9%	-0.5%	-1.1%	-1.3%
TRHR PAM	-2	-3	-2	21	12
D1 agonist	5	4	4	3	38*

[16] CC(=O)Nc1ccc(OC(=O)c2cc3cc(Br)cc(Br)c3oc2=O)cc1
[17] COc1ccc(/C=N/Nc2ncnc3sc4c(c23)CCCC4)cc1O
[18] CC1CCCCN1C(=O)COc1ccc(S(=O)(=O)N2CCCC2)cc1[N+](=O)[O-] (stereo not drawn)
[19] CNC(=O)C1CN(C(=O)c2cccc(S(=O)(=O)N3c4ccccc4CC3C)c2)c2ccccc2O1 (stereo not drawn)
[20] Cc1cccc(C)c1NC(=S)NC(=O)CCc1ccccc1
Compound	16	17	18	19	20
D1 potentiator	-1	-2	-1	2	-2
TRHR agonist	0.3	0.0	-0.1	-0.1	1.3
D1 antagonist	31	-2	-14	0	-22
RXFP1 antag	·	15	9	4	-2
D2 potentiator	3	9	-11	·	5
Anesthetic bind	-15%	-12%	·	·	-2%
RXFP1 agonist	3.5%	2.3%	-0.2%	-0.9%	1.3%
TRHR PAM	-1	-6	-9	2	-7
D1 agonist	1	1	2	2	1

# As entered above.
# CC(=O)Nc1ccc(OC(=O)c2cc3cc(Br)cc(Br)c3oc2=O)cc1 in D1 potentiator = -1
# CCOC(=O)C1CCN(C(=O)COC(=O)CCOc2ccc(C)cc2)CC1 in TRHR PAM = 21
# Cc1cccc(C)c1NC(=S)NC(=O)CCc1ccccc1 in D1 potentiator = -2
# COc1ccc(/C=N/Nc2ncnc3sc4c(c23)CCCC4)cc1O in RXFP1 agonist = 2.3%

# Continued.
[21] CC(C)C[C@@]12C(=O)N(c3cccc(F)c3)C(=O)N1[C@H](c1ccc(F)cc1)[C@@H]1C(=O)N(C3CCCCC3)C(=O)[C@@H]12
[22] CC(=O)c1ccccc1OCCOCCOc1ccccc1C(C)=O
[23] O=C(NCc1cccnc1)C(=O)Nc1ccc2c(c1)OCO2
[24] COc1ccccc1C(C)Nc1ccc(S(=O)(=O)N2CCN(C)CC2)cc1[N+](=O)[O-] (stereo not drawn)
[25] Cc1ccc(NC(=O)Cc2nnc(SCC(=O)c3ccc(Br)cc3)n2C)cc1
Compound	21	22	23	24	25
D1 potentiator	-2	-7	0	-8	0
TRHR agonist	0.4	0.7	-0.4	0.1	-1.4
D1 antagonist	5	-34*	3	-65*	4
RXFP1 antag	·	4	0	-10	-6
D2 potentiator	11	2	-3	-1	-12
Anesthetic bind	·	-1%	-2%	·	?
RXFP1 agonist	0.6%	1.3%	1.3%	1.6%	2.2%
TRHR PAM	1	-1	2	-2	11
D1 agonist	6	25	1	0	0

[26] COc1ccccc1-n1cnc2cc(C(=O)NCc3ccco3)ccc21
[27] Cc1ccc(CNC(=O)c2sc3ccc(S(=O)(=O)N4CCCCC4)cc3c2N)cc1
[28] C[C@@H]1NC(=O)[C@@]2(C)[C@@H](c3ccccc3)[C@H]3COc4ccc(Cl)cc4[C@@H]3N2C1=O
[29] Cn1c(-c2sc3ccccc3c2Cl)n[nH]c1=S
[30] CC(=O)Nc1ccc(SCC(=O)c2cc(C)n(Cc3cccs3)c2C)cc1
Compound	26	27	28	29	30
D1 potentiator	6	7	-2	-1	-4
TRHR agonist	-0.5	-0.3	-0.2	0.0	-0.2
D1 antagonist	-15	4	·	-10	-9
RXFP1 antag	-3	·	·	-14	-3
D2 potentiator	-9	-4	0	·	-2
Anesthetic bind	2%	86%[activator]	·	?	?
RXFP1 agonist	-0.9%	0.2%	0.0%	4.8%	2.4%
TRHR PAM	1	6	5	0	-3
D1 agonist	0	1	-1	2	14

# Of the compounds above, two have fluorine:
[4] O=C(c1cc2n(n1)C(C(F)(F)F)CC(c1ccco1)N2)N1CCN(c2ccccn2)CC1 (stereo not drawn)
[21] CC(C)C[C@@]12C(=O)N(c3cccc(F)c3)C(=O)N1[C@H](c1ccc(F)cc1)[C@@H]1C(=O)N(C3CCCCC3)C(=O)[C@@H]12
Compound	4	21
D1 potentiator	-2	-2
TRHR agonist	2.9	0.4
D1 antagonist	-14	5
RXFP1 antag	-14	·
D2 potentiator	-2	11
Anesthetic bind	-13%	·
RXFP1 agonist	0.0%	0.6%
TRHR PAM	2	1
D1 agonist	10	6

# Other results follow.
[31] COc1ccccc1N(CC(=O)NC1CCCCC1)C(=O)c1csnn1
[32] O=C1CSc2ccc(S(=O)(=O)N3CCN(c4ccccc4)CC3)cc2N1
[33] Cc1ccc(OCCNC(=O)Cc2ccc(F)cc2)cc1
[34] O=C(COC(=O)Cc1ccccc1[N+](=O)[O-])NCc1ccccc1Cl
[35] CC(C)Oc1cc(C(=O)NC2CCCCC2)c2ccccc2n1
Compound	31	32	33	34	35
D1 potentiator	-1	2	-2	-2	15
TRHR agonist	-0.7	-2.7	-1.2	-0.3	-0.7
D1 antagonist	4	2	·	5	5
RXFP1 antag	20	6	-1	-4	-3
D2 potentiator	-7	16	8	-17	-13
Anesthetic bind	-3%	-20%	-14%	-2%	-4%
RXFP1 agonist	0.2%	0.7%	0.8%	0.4%	0.2%
TRHR PAM	8	4	5	-2	-3
D1 agonist	1	3	-3	3	3

[36] O=C(NCCc1nc2ccccc2n1Cc1ccccc1F)c1ccc(F)cc1
[37] CC(C)c1ccccc1NC(=S)NCc1ccncc1
[38] Cc1ccc(NC(=O)CSC2=C(C#N)C(c3ccco3)C3=C(CCCC3=O)N2)cc1 (stereo not drawn)
[39] c1ccc(CCn2nnnc2C(c2cccnc2)N2CCN(c3ccccc3)CC2)cc1 (stereo not drawn)
[40] CCOc1cc(N2CCOCC2)c(OCC)cc1NC(=O)COC(=O)CCOc1ccc(C)cc1
Compound	36	37	38	39	40
D1 potentiator	-4	-4	-4	-3	2
TRHR agonist	-0.3	0.1	-0.2	1.2	-0.2
D1 antagonist	-36*	1	-6	-2	3
RXFP1 antag	1	-15	0	1	·
D2 potentiator	3	-3	-4	·	14
Anesthetic bind	-4%	0%	?	-20%	·
RXFP1 agonist	-0.5%	3.4%	0.1%	0.3%	-0.3%
TRHR PAM	-9	-2	-9	9	3
D1 agonist	10	3	15	0	1

[41] CCn1c(C)c(C(C)=O)c(N2CCN(c3ccc(F)cc3)CC2)nc1=S
[42] C[N+](C)=C1SCC(C)(/C=N/O)S1 (stereo not drawn)
[43] Cc1ccc(C)c(OCCC(=O)OCC(=O)Nc2ccc(Cl)cn2)c1
[44] CCCc1cc(=O)oc2cc(OCC(=O)NC3CC(C)(C)NC(C)(C)C3)ccc12
Compound	41	42	43	44
D1 potentiator	-4	-7	-6	-6
TRHR agonist	0.0	0.3	0.5	0.1
D1 antagonist	-4	-4	-8	22
RXFP1 antag	-2	4	13	-17
D2 potentiator	-5	·	-2	6
Anesthetic bind	-13%	-4%	·	-4%
RXFP1 agonist	-1.0%	-0.6%	-0.2%	1.8%
TRHR PAM	-7	13	-1	-5
D1 agonist	-1	1	10	0
